Source: PubChem BioAssay
Rab9 prom act: qHTS Assay for Rab9 Promoter Activators. AID 485297, 2010. Potency, µM (doses to about 9.22 µM), for inactives: at the highest dose activation, negative = inhibition, most hits filed as activators. Huh7 Rab9 promoter-luciferase reporter, luminescence, 24 h. hit rate 2.8% among 320,000; further: % of control where 0% means no effect; nearly all actives have a fitted effect of over 60% in size
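Huh7 cells stably carrying Rab9 promoter–luciferase reporter, plated 1500 cells/well, compound added after 2 h and incubated 24 h at 37 °C; luciferase luminescence then read after 10 min with detection reagent.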
BRCA1 expr up: qHTS Assay to Identify Small Molecule Activators of BRCA1 Expression. Potency, µM (titrated, usually from 46.1 µM), inactives show top-dose activation, actives largely listed as activators. hit rate 1.1% among 380,000. MCF7-BRCA1-FFLuc reporter, luminescence, 48 h; response scale: scaled: vehicle 0%, 10 µM genistein 100%. AID 624202, 2012; further: nearly all actives have a fitted effect of over 80% in size; some results filed as inactive show a strong effect at the top dose
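MCF7-BRCA1-FFLuc cells, 2000/well in phenol-red-free MEM, attached 2 h then treated 48 h at 37 C. Luciferase luminescence read 15 min after reagent; normalized to genistein maximum activation (10microM) and DMSO, concentration-response fitted.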
ELG1 genotox: qHTS screen for small molecules that induce genotoxicity in human embryonic kidney (HEK293T) cells expressing luciferase-tagged ELG1 | HEK293T ELG1-luciferase reporter, luminescence, 16 h | Potency, µM (series often up to 46 µM), inactives show at the top dose activity change, positive = activation, hits mostly activators | hit rate 1.3% among 330,000 | AID 504466, 2011; further: % of control where 0% means no effect; nearly all actives have a fitted effect of over 60% in size
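16 hr compound incubation (37 °C, 5% CO2) of HEK293T cells carrying luciferase-tagged ELG1; luciferase then measured by ONE-Glo luminescence after 30 min at RT.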
MBNL1-CUG inh: qHTS Assay for Inhibitors of MBNL1-poly(CUG) RNA binding; hit rate 0.036% among 280,000; Potency, µM (doses to about 57.5 µM), without a hit: at the top dose activity change, negative = inhibition, actives largely listed as inhibitors; Muscleblind-like protein 1 (Homo sapiens), Q9NR56; TR-FRET MBNL1-His/biotin-(CUG)12 binding, 665/545 ratio; active means well fitted inhibition curve with a large enough effect in the signal ratio, with a control signal flat, not every such curve was filed as active; inconclusive means small, poorly fitted or top-dose-only effect, or effect the other way, or a change in a side signal; inactive means no such curve, though single readings can be large or run the other way; the % refers to the signal ratio; further: on the % scale 0 is the no-effect control and ±100 the full control effect
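TR-FRET readout: Ex 340 nm, 665/545 nm emission ratio, normalized to buffer-only (basal) and MBNL1-(CUG)12 controls. Complex of MBNL1-His with Biotin-(CUG)12, compounds 92 nM–58 uM, incubated 60 min at room temperature.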
p53 reactivation: qHTS assay for re-activators of p53 using a Luc reporter; H1299 p53-A138V BP100-luciferase reporter, luminescence, 24 h; Potency, µM (series often up to 92.2 µM), inactives show at the highest dose activity change, positive = activation, usual class: activators; hit rate 0.063% among 320,000; AID 504706, 2011; further: % of control where 0% means no effect; nearly all actives have a fitted effect of over 45% in size
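H1299 (p53-null), stable ts p53-A138V + BP100-Luc; 1000 cells/well, Opti-MEM/10% FBS; cpd 4 pt, 1:5; 24 h, 37 deg C, 5% CO2; detection reagent 10 min RT; luminescence.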
uPA generation: qHTS for Inhibitors of Cell Surface uPA Generation. cell surface uPA generation assay, qHTS. Potency, µM (series often up to 38.3 µM), inactives show top-dose activity change, negative = inhibition, hits mostly inhibitors. hit rate 0.31% among 330,000; active means well fitted inhibition curve with a large enough effect; inconclusive means small, poorly fitted or top-dose-only effect; inactive means no such curve, though single readings can be large or run the other way; tested in mouse RAW 264.7 cells; further: on the % scale 0 is the no-effect control and ±100 the full control effect; nearly all actives have a fitted effect of over 55% in size
FLuc counter: qHTS profiling assay for firefly luciferase inhibitor/activator using purifed enzyme and Km concentrations of substrates (counterscreen for miR-21 project); purified FLuc, Km substrates, luminescence inhibition; Potency, µM (doses to about 57.5 µM), for inactives: top-dose activity change, negative = inhibition, most hits filed as inhibitors; hit rate 6.9% among 360,000; AID 588342, 2011;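 further: plate controls were vehicle for no effect and reference inhibitor for full effect; nearly all actives have a fitted effect of over 55% in size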
Target sequence (P08659 whole entry, looked up): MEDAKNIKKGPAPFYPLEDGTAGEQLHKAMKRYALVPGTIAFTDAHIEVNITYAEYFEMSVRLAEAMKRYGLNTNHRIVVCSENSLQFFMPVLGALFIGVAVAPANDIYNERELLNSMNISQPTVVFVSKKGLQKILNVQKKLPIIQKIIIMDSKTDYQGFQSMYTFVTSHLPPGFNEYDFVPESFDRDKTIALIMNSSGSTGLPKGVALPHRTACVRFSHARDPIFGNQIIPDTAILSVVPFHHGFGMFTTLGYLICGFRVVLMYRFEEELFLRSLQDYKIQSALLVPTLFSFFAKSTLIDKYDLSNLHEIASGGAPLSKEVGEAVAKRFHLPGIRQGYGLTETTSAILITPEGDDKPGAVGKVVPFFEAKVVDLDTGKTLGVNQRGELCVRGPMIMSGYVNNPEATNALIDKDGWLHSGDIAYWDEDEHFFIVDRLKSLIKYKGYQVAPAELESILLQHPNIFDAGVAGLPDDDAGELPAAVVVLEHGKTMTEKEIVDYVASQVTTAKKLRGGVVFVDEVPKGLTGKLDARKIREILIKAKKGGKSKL
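Purified P. pyralis luciferase, 10 nM final, with Km-level 10 uM D-luciferin and 10 uM ATP in 50 mM Tris acetate pH 7.5, 10 mM Mg acetate, 0.01% Tween-20, 0.05% BSA; 6-point qHTS titration about 60 µM downward; luminescence read.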
NPC1 prom act: qHTS Assay for NPC1 Promoter Activators; Huh7 NPC1 promoter luciferase reporter, 24 h; hit rate 2.4% among 320,000; Potency, µM (top dose mostly 9.22 µM), for the others: at the highest dose activation, actives largely listed as activators; AID 485313, 2010;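 further: % of control where 0% means no effect; nearly all actives have a fitted effect of over 60% in size; reporter is driven by a mutant NPC1 promoter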
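Huh7 reporter cells (NPC1 promoter driving luciferase) are dosed with compound for 24 h at 37 °C, 5% CO2; luciferase detection reagent is then added and luminescence measured after 10 min at ambient temperature.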
RORgamma inh: qHTS for inhibitors of ROR gamma transcriptional activity; AID 2551, 2010; Potency, µM (titrated, usually from 53.6 µM), inactives show at the top dose activity change, negative = inhibition, hits mostly inhibitors; hit rate 5.4% among 310,000; Drosophila S2 Gal4-RORgamma UAS-luciferase reporter, 20 h; Nuclear receptor ROR-gamma (Mus musculus), P51450; further: on the % scale 0 is the no-effect control and ±100 the full control effect; nearly all actives have a fitted effect of over 60% in size
Target sequence (P51450 whole entry, looked up, the tested form may be a part): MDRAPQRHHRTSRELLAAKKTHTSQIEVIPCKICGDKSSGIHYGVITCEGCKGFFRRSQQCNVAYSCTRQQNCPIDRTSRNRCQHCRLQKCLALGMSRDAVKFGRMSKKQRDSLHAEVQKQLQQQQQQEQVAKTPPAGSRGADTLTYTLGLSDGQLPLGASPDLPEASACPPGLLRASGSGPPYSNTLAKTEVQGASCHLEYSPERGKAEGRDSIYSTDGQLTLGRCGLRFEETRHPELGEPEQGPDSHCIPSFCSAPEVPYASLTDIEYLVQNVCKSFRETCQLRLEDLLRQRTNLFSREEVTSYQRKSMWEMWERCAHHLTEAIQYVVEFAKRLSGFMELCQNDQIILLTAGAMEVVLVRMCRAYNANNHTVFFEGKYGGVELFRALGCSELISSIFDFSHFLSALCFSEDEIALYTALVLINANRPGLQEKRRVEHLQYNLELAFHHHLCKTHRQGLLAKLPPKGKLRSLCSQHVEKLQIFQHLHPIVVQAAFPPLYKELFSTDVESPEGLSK
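Read-out: Photinus luciferase luminescence; inhibitors lower reporter signal. Insect Schneider cells with Gal4-ROR gamma fusion under metallothionein promoter, UAS reporter; 700 uM final copper sulfate induction, 20 hr, ambient temperature.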
VP16 counter: VP16 counterscreen qHTS for inhibitors of ROR gamma transcriptional activity. hit rate 3.5% among 310,000. Drosophila S2 Gal4-VP16 UAS-luciferase, luminescence, 20 h. AID 2546, 2010. Potency, µM (titrated, usually from 53.6 µM), without a hit: at the top dose activity, negative = inhibition, most hits filed as inhibitors;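 further: Gal4-VP16 expression switched on by copper sulfate through the metallothionein promoter; on the % scale 0 is the no-effect control and ±100 the full control effect; nearly all actives have a fitted effect of over 50% in size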
The depositor's hits bear a star; ? = inconclusive; / = no result given; [ ] = dose if it differs, or a comment. Unless noted, the call rests on the fitted dose curve; in most records, active means well fitted curve in the direction sought with a large enough effect; inconclusive means small, poorly fitted or top-dose-only effect, or another doubt; inactive means no such curve, though single readings can be large; an effect the other way counts as inactive or inconclusive. Potency means the concentration at half of the fitted maximal effect.

compound	Rab9 prom act	BRCA1 expr up	ELG1 genotox	MBNL1-CUG inh	p53 reactivation	uPA generation	FLuc counter	NPC1 prom act	RORgamma inh	VP16 counter
Cc1cccc(C(=O)NCC(c2cccs2)N2CCOCC2)c1 (stereo not drawn)	9%	-50%	0%	/	-5%	-10%	2%	-1%	/	/
Cc1ccsc1C(=O)OCC(=O)N1CCN(c2ccccc2)CC1	/	60%	9%	/	?	-2%	/	/	/	/
O=C(Cn1nc(-c2ccccc2)ccc1=O)N1CCCCC1	2%	0%	1%	?	-1%	-1%	-3%	-2%	-7%	13%
COc1ccc(N(C)C(=O)c2cnc(N3CCN(c4ncccn4)CC3)c3ccccc23)cc1	-3%	-26%	-5%	-4%	-17%	-1%	1%	1%	2%	-8%
Cc1ccc(CN2CCN(Cc3ccc4ncccc4c3)CC2CCO)cc1 (stereo not drawn)	-4%	-13%	-5%	-10%	-2%	8%	-1%	-2%	26%	10%
Cc1cc(NC(=O)COc2coc(CN3CCN(c4ccccc4)CC3)cc2=O)no1	0%	-10%	1%	/	9%	0%	1%	-3%	/	/
Cn1ccnc1Sc1ccc(C(N)=O)cc1[N+](=O)[O-]	1%	6%	1%	/	3%	-3%	-1%	-2%	?	4%
NC(=O)c1c(NC(=O)CSc2nc3c(c(C(F)(F)F)n2)CCc2ccccc2-3)sc2c1CCCC2	-10%	-15%	4%	-1%	15%	/	0%	0%	?	1%
Cc1ccc(N2C(=O)CN(Cc3cccs3)C2=S)cc1C	9%	-4%	0%	-2%	-1%	4%	-2%	4%	-19%	-2%
CC(=O)OC1COC(N2CCc3cc(Br)c([N+](=O)[O-])cc32)C(OC(C)=O)C1OC(C)=O (stereo not drawn)	-3%	-13%	-4%	22%	2%	-1%	5%	-3%	15%	2%
CCN1C(=O)/C(=C\c2ccc(F)cc2)N=C1SCC(=O)NCc1ccco1	-3%	-2%	-2%	-2%	3%	-6%	-2%	-2%	7%	6%
CCCCCC[n+]1c(-c2ccccc2)csc1Nc1ccccc1	0%	-50%	1%	-3%	15%	2%	1%	-1%	-4%	8%
O=C1c2cc(Br)ccc2N(Cc2ccc(Br)cc2)S(=O)(=O)C1c1cc(Cl)c(Cl)cc1[N+](=O)[O-] (stereo not drawn)	/	-18%	-10%	/	4%	-13%	/	/	/	/
O=C(Cc1ccc(-c2ccccc2)cc1)NNC(=S)NCc1ccco1	-4%	-22%	-1%	-13%	-2%	-4%	-6%	-7%	5.6µM*	?
Cc1cc2oc(=O)c3c(c2cc1OCc1nn[nH]n1)CCCC3	-6%	0%	2%	8%	4%	/	1%	?	8%	-10%
COC(=O)COc1ccc(S(=O)(=O)Nc2ccc3c(c2)OCO3)cc1	-2%	-38%	-7%	3%	-3%	9%	1%	0%	-2%	-19%

Ordered by the number under Rab9 prom act (smallest number first): 3 of the compounds above
mol | Rab9 prom act
Cc1cc2oc(=O)c3c(c2cc1OCc1nn[nH]n1)CCCC3 | -6%
CCN1C(=O)/C(=C\c2ccc(F)cc2)N=C1SCC(=O)NCc1ccco1 | -3%
Cc1ccc(N2C(=O)CN(Cc3cccs3)C2=S)cc1C | 9%

Continuation:
compound	Rab9 prom act	BRCA1 expr up	ELG1 genotox	MBNL1-CUG inh	p53 reactivation	uPA generation	FLuc counter	NPC1 prom act	RORgamma inh	VP16 counter
C=CCNC(=O)c1onc(CSc2ccc(F)c(F)c2)c1C(=O)O	-2%	-11%	-3%	-13%	0%	-6%	-12%	8%	0%	2%
Cn1ccc(C(=O)OCC(=O)Nc2cccc3ccccc23)n1	-9%	-10%	15%	6%	2%	3%	5%	-1%	-7%	1%[10 µM]
COC(=O)c1ccccc1NC(=O)CSc1nncn1-c1cccnc1	9%	-11%	-1%	-2%	-4%	-3%	0%	-1%	-17%	-3%
Cc1ccc(S(=O)(=O)N2CCN(C(=O)CSc3nc4ccccc4c(=O)[nH]3)CC2)c(C)c1	/	-21%	/	2%	/	-1%	-8%	/	-1%	-7%
Cc1ccc(S(=O)(=O)Nc2cccc(C(=O)NCC3(N4CCCCC4)CCCCC3)c2)cc1F	-6%	-42%	2%	/	2%	2%	1%	-1%	/	/
CNC(=O)c1c(NC(=O)c2ccco2)sc2c1CCCC2	15%	36%	0%	5%	-17%	-2%	?	9%	15%	-18%
COc1ccc(NC(=O)Cn2nnc(-c3ccccc3NC(=O)c3cccs3)n2)cc1	-2%	-24%	11%	11%	7%	-10%	0%	-22%	-22%	3%
COc1ccccc1NC(=O)C1CCC(CNc2c(N3CCCCC3)c(=O)c2=O)CC1 (stereo not drawn)	2%	5%	-3%	-2%	-7%	1%	6%	-5%	-1%	3%
COC(=O)c1ccccc1S(=O)(=O)NC(=O)c1ccccc1	-1%	-22%	0%	3%	-4%	3%	3%	-2%	-22%	3%
CCOc1cc(/C=C2/SC(=S)N(Cc3ccccc3)C2=O)ccc1O	-3%	29%	10%	34%[activator]	/	?	?	-3%	/	/
Cc1cc(C)c(C)c(S(=O)(=O)NCc2ccc(C(=O)N3CCCCC3)cc2)c1C	10%	-28%	11%	10%	8%	1%	?	-3%	-11%	-3%
CCCC(=O)c1cc(F)c(N2CCN(CCC#N)CC2)cc1C	11%	-8%	3%	-11%	-5%	-4%	5%	-4%	1%	2%
CN(C)c1ccc(C2CNC(c3ccc(Cl)c([N+](=O)[O-])c3)c3[nH]c4ccccc4c32)cc1 (stereo not drawn)	-1%	-38%	-9%	4%	9%	?	?	-1%	-6%	3%
CCOC(=O)c1sc(C)c2c(=O)n(CCc3ccccc3)nnc12	1%	6%	0%	?	-16%	2%	2%	-3%	-8%	8%
CCCCn1nc(C(=O)N2CCN(S(=O)(=O)c3ccccc3)CC2)c2ccccc2c1=O	-3%	-1%	-7%	/	-7%	-4%	-2%	-4%	/	/
CC1CCN(CCCNC(=O)C2CCN(S(=O)(=O)N3CCCCC3)CC2)CC1	0%	0%	2%	-5%	2%	3%	5%	0%	0%	-3%
Cc1ccc(-c2sc(C)nc2CC(=O)O)cc1	-8%	-7%	-1%	-11%	-7%	3%	-2%	2%	28%	-1%
CCCCn1c(CN2CCN(CCO)CC2)nc2ccccc21	0%	3%	-1%	3%	9%	6%	8%	-1%	-1%	-1%
CCCc1ccc2oc(C(=O)N(Cc3nccn3C)C(C)C)c(C)c2c1	27%	-11%	13%	-4%	?	13%	?	18%	11µM*	-3%
O=C(c1ccccc1)c1nn(-c2ccc(Cl)cc2)cc1C(=O)c1cc2ccccc2oc1=O	3%	-43%	-1%	4%	6%	-9%	-2%	-2%	-31%	5%
Cc1ccccc1C(=O)Nc1ccc(S(=O)(=O)N2CCOCC2)cc1	-3%	-1%	-7%	-1%	-5%	2%	-1%	-3%	24%	2%
NNc1nc2sc3c(c2c(=O)[nH]1)CCc1ccccc1-3	1%	-60%	0%	-2%	-11%	5%	-14%	0%	16µM*	18µM*
CC(=O)c1ccc(N2C(=O)NC3(CCCCC3)C2=O)cc1	21%	57%	?	5%	23%	2%	1%	15%	-5%	13%
Cn1ccnc1SCC(=O)c1ccc([N+](=O)[O-])cc1	8%	34%	-3%	?	9%	-6%	-2%	-1%	?	0%
O=C(Nc1ncc2c(n1)-c1ccccc1CC2)c1cccc(Cl)c1	-12%	-57%	0%	-13%	-2%	-8%	?	-16%	-31%	0%
CCOc1ccc(NC(=O)CN(C)CC(=O)Nc2ccc(F)c(F)c2F)cc1OCC	-1%	-10%	1%	/	-1%	-2%	5%	-11%	11%	2%
CCc1ccc2[nH]c(O)c(N=Nc3nc(-c4ccccc4)cs3)c2c1	-10%	-65%	-1%	14%	-6%	7%	-4%	-5%	13µM*	?
COc1cc2cc(C(=O)N(C)C3CCS(=O)(=O)C3)[nH]c2cc1OC (stereo not drawn)	6%	22%	1%	10%	1%	-3%	3%	0%	20µM*	2%
CC(Cc1cccs1)NC(=O)Nc1ccc(Cl)c(Cl)c1 (stereo not drawn)	?	84%	2%	-15%	18%	1%	21µM*	?	?	-3%
Clc1ccc(Cc2ccccc2)nn1	-7%	5%	1%	-12%	0%	-2%	1%	-1%	-4%	2%
Cc1ccccc1COc1ccc(/C(O)=C2/C(=O)C(=O)N(CCCn3ccnc3)C2c2ccco2)cc1 (stereo not drawn)	9%	18%	5%	1%	13%	/	-19%	6%	?	-7%
CCC(COC(=O)Nc1ccccc1)NC(=O)OC(C)C (stereo not drawn)	17%	33%	6%	-11%	2%	2%	?	10%	13%	-5%
O=C(NCCc1ccccc1)c1cnc(Cl)c(Cl)c1	14%	?	13%	5%	?	-7%	24µM*	19%	-13%	-13%
